TSHR antag: antagonists of human thyroid stimulating hormone receptor; P16473; TSHR-expressing cells, TSH-stimulated cAMP HTRF, 2 h; stronger effect = lower value; activity change, negative = inhibition, % at 11.5 µM; actives 0.2% (n = 330,000);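 active = activity change below a set negative limit, meaning inhibition stronger than a set level, cut at about -70% in these data; inconclusive = activity change between two set negative limits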; note: % is set by controls: 0 for no effect and ±100 for the full control effect
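TSHR-expressing cells were treated with compounds, then stimulated with TSH at EC80 (4nM final) for 2 hours at 37 deg C. Cellular cAMP was measured by HTRF competition between lysate cAMP and cAMP-d2 for a cryptate-labelled anti-cAMP antibody.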
a7 integrin act: integrin-mediated muscular dystrophy alleviation activation | alpha7betagal myoblasts, beta-gal FDG fluorescence, 48 h | Potency, µM (highest dose often 38.3 µM), without a hit: top-dose activation, most hits filed as activators | actives 0.064% (n = 350,000);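 note: potency is the fitted concentration of half-maximal effect; 100% = response of the positive control SU9516; nearly all actives have a fitted effect of over 60% in size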
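Alpha7betagal+/- myoblasts (passage 13) were plated 16-24 hr, then exposed to compounds (1:260 dilution of DMSO stock) for 48 hours at 37C. After MPER lysis, β-galactosidase reporter activity was read as FDG fluorescence (ex 480/em 540) after 30 minutes.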
S-ASM inh: human S-ASM enzyme inhibition | P17405 | placental ASM, HMU-PC fluorogenic substrate, 60 min | Potency, µM (highest dose often 57.5 µM), without a hit: at the top dose activity change, negative = inhibition, most hits filed as inhibitors | actives 0.006% (n = 340,000) | AID 504937; note: potency is the fitted concentration of half-maximal effect
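Human placenta-derived ASM enzyme was preincubated with compound for 10 minutes at room temperature, then given fluorogenic substrate HMU-PC0 (9 uM final) for 60 minutes at 37 °C; a pH 10 stop preceded fluorescence reading at Ex 386/Em 447 nm.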
TCR act: T cell receptor activation; AID 504894; Potency, µM (top dose mostly 9.22 µM), for inactives: top-dose activation of IL-2 secretion, most hits filed as activators; 330,000 tested, under 10 active; primary human leukocytes, anti-CD3, IL-2 HTRF, 48 h; note: % of control where 0% means no effect
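48 hr co-incubation of compounds, a-CD3 beads and primary human leukocytes; IL-2 quantified homogeneously by HTRF with anti-IL-2 K and d2 conjugates.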
PTAP TSG101 blk: blocks PTAP/TSG101 interaction to inhibit HIV-1 budding. Potency, µM (titrated, usually from 115 µM), inactives show at the highest dose activity change, negative = inhibition, actives largely listed as inhibitors. AID 493005. Fluorescence polarization, FITC-PTAP peptide / Tsg101 binding. Q99816. 340,000 tested, under 10 active; active = well fitted inhibition curve with a large enough effect in the main read-out, with a control signal flat, not every such curve was filed as active; inconclusive = small, poorly fitted or top-dose-only effect, or effect the other way, or a change in a side signal; inactive = no such curve, though single readings can be large or run the other way; note: potency is the fitted concentration of half-maximal effect; % of control where 0% means no effect
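FP read-out: FITC-PTAP peptide, 50 nM final, binding Tsg101 binding domain, 10 uM final; 20 min, r.t.; 10 mM HEPES pH 7.5, 0.15 M NaCl, 0.01% Tween 20, 3 mM EDTA, 0.1 mM TCEP.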
Mito fusion act: inhibitors of mitochondrial division or activators of mitochondrial fusion; S. cerevisiae fusion-defective mutant growth rescue, CellTiterGlo 48 h; actives 0.23% (n = 320,000); Potency, µM (titrated, usually from 46.1 µM), without a hit: at the highest dose growth rescue (activation), actives largely listed as activators;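 note: potency is the fitted concentration of half-maximal effect; % of control where 0% means no effect; nearly all actives have a fitted effect of over 45% in size; temperature-sensitive fusion mutants such as fzo1-1 at 37 °C on non-fermentable ethanol glycerol medium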
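Temperature-sensitive fusion-defective S. cerevisiae (e.g. fzo1-1, mgm1-5) were grown with compound in YPEG medium (3% ethanol, 3% glycerol) for 48 hours at 37C. Growth rescue was measured as viability by CellTiterGlo luminescence after 10 minutes at ambient.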
Tb PFK block: T. brucei PFK enzyme inhibition. T. brucei PFK, ADP-Glo luminescence. Potency, µM (top dose mostly 57.5 µM), inactives show top-dose activity, negative = inhibition, usual class: inhibitors. AID 485367. actives 0.17% (n = 330,000);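 note: potency is the fitted concentration of half-maximal effect; 0% = uninhibited 1x PFK enzyme wells and -100% = no-enzyme wells; nearly all actives have a fitted effect of over 60% in size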
Target sequence (O15648 whole entry, looked up): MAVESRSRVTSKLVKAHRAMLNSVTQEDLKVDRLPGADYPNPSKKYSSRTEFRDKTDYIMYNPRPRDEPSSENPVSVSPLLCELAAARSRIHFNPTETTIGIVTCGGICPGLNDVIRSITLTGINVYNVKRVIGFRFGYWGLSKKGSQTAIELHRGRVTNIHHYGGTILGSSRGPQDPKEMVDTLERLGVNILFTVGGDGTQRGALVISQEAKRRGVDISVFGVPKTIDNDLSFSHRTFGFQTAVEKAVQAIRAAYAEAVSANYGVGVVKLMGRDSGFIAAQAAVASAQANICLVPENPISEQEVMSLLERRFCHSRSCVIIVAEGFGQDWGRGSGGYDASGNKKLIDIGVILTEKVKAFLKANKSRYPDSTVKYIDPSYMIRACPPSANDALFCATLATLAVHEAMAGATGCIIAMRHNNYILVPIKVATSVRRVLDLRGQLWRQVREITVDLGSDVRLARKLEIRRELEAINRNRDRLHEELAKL
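Compounds were pin-transferred as a titration series up to 57 uM into substrate buffer (0.5 mM F6P, 0.1 mM ATP, pH 8.0), then 1.25 nM PFK was added and reactions ran 45 min before ADP-Glo detection.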
Chronic BCR inh: inhibitors of chronic active B-cell receptor signaling; ABC-DLBCL IkBa-CBG/CBR reporter, luminescence ratio, 4 h; Potency, µM (series often up to 46.1 µM), inactives show top-dose ratio change, negative = lower green/red ratio, most hits filed as inhibitors; actives 0.05% (n = 340,000); active = well fitted inhibition curve with a large enough effect in the signal ratio, with a control signal flat, not every such curve was filed as active; inconclusive = small, poorly fitted or top-dose-only effect, or effect the other way, or a change in a side signal; the % refers to the signal ratio;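 note: potency is the fitted concentration of half-maximal effect; plate controls were basal doxycycline-induced cells for no effect and cells given 10 µM MG132 for full effect; MG132 reads +100%, hits lower the ratio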
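Doxycycline induced both beetle luciferases in TMD8 lymphoma cells; IKK-driven degradation limits the IkappaBalpha-fused green signal, while red luminescence normalises for cell number and nonspecific effects. Compounds tested up to 46 uM, 4 hrs.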
A-T KAP1 phos: potential ataxia-telangiectasia treatment; actives 0.19% (n = 320,000); Potency, µM (titrated, usually from 57.5 µM), for the others: at the top dose activation, actives largely listed as activators; […] A-T fibroblasts, KAP-1 phosphorylation AlphaLISA; neocarzinostatin DNA damage 30 min before lysis; AID 485349; note: potency is the fitted concentration of half-maximal effect; % of control where 0% means no effect; nearly all actives have a fitted effect of over 45% in size
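ATM-like activity read as KAP-1 phosphorylation via AlphaLISA donor/acceptor antibody pairs after lysis and 6 hr at 25C. Cells were ATM-null patient fibroblasts ([…], hTERT), dosed 60 min, then exposed to the DSB inducer NCS for 30 min.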
ELG1 repair inh: ELG1-dependent DNA repair inhibition; HEK293T ELG1-luciferase reporter, luminescence, 16 h; DNA damage induced by 5-fluorouridine; Potency, µM (top dose mostly 46.1 µM), for inactives: at the top dose activity change, negative = inhibition, most hits filed as inhibitors; actives 2.3% (n = 330,000); AID 504467; note: potency is the fitted concentration of half-maximal effect; % is set by controls: 0 for no effect and ±100 for the full control effect; nearly all actives have a fitted effect of over 55% in size
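HEK293T cells expressing luciferase-tagged ELG1 (2,000/well) received 5-Fluorouridine plus compound or DMSO for 16 hr at 37 °C. Luciferase was read by ONE-Glo luminescence after 30 min at room temperature.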
Eya2 phos inh: inhibitors of human Eya2 phosphatase activity; O00167; recombinant Eya2, OMFP fluorescence dephosphorylation (OMFP is methylfluorescein phosphate); Potency, µM (highest dose often 76.9 µM), for the others: top-dose activity, negative = inhibition, usual class: inhibitors; actives 0.006% (n = 330,000); note: potency is the fitted concentration of half-maximal effect; % is set by controls: 0 for no effect and ±100 for the full control effect
Target sequence (O00167 whole entry, looked up): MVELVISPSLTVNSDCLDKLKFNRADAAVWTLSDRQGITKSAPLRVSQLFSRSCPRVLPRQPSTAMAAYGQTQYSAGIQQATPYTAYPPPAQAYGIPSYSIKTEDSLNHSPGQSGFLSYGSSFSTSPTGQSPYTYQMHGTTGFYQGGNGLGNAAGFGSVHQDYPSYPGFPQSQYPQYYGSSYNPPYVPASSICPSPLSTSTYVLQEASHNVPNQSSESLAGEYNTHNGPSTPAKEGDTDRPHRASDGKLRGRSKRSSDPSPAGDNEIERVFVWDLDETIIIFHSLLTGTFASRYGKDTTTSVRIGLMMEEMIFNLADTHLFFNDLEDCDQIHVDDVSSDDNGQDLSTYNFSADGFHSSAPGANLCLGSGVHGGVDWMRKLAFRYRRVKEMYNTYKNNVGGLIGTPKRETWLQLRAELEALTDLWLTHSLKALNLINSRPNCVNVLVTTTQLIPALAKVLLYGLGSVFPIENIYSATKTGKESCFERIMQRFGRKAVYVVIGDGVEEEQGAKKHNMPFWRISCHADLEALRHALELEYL
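Eya2 protein (added as 0.2 uM solution) was preincubated with compound for 10 min at ambient temperature in 50 mM HEPES pH 7.5, 50 mM NaCl, 5 uM MgCl2, 0.05% BSA, 1 mM DTT. OMFP (added at 50 uM) then reacted 10 min; fluorescence read at 485/525 nm.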
Starred values were filed as active, the others as inactive; u = inconclusive; x = not tested or not shown; & = joins results of further samples; [ ] = remark or other dose. Unless noted, calls come from the whole dose curve; as a rule, active = well fitted curve in the direction sought with a large enough effect; inconclusive = small, poorly fitted or top-dose-only effect, or another doubt; inactive = no such curve, though single readings can be large; an effect the other way counts as inactive or inconclusive.

SMILES | TSHR antag | a7 integrin act | S-ASM inh | TCR act | PTAP TSG101 blk | Mito fusion act | Tb PFK block | Chronic BCR inh | A-T KAP1 phos | ELG1 repair inh | Eya2 phos inh
N#CCC1c2ccccc2CCN1C(=O)Nc1cccc(C(F)(F)F)c1 (centres undefined) | -15 | 9% | -9% | -13% | -4% | 5% | -4% | 12% | 10% | -22% | -7%
NC(N)=NC(N)=Nc1ccccc1 | -12&-3 | 24% | 7% | 3% | -3% | -9%&-3% | -11% | 2% | 5% | 2% | 3%&-5%
Cc1occc1C(=O)Nc1cccc(Cl)c1Cl | 21 | 2% | -1% | 1% | -4% | -2% | -4% | 0% | 7% | u | -15%
O=C(CN1CCOCC1)Nc1ccc(Cl)cc1 | 2 | 19% | 2% | 4% | -2% | 3% | 4% | 0% | -8% | -21% | -4%
Cc1ccccc1OC(C)C(=O)Nc1ccc(S(=O)(=O)N2CCCC2)cc1 (centres undefined) | 11 | -4% | -2% | -14% | -1% | 6% | 2% | -4% | 3% | -23% | -7%
CCC1(CC)NC(=O)N(CC(=O)Nc2cccc3ccccc23)C1=O | -10 | 6% | 0% | -1% | -1% | x | 3% | -1% | 3% | -5% | 7%
COC/C=C/C1=CC2=CC(=O)C(C)(OC(=O)c3cnc4ccccc4n3)C(=O)C2=CN1c1ccc(CO)cc1 (centres undefined) | 5 | x | x | x | x | -2% | 4.8µM* | 11% | -1% | -1% | -2%
O=C(COc1ccccc1Cl)Nc1ccc(N2CCN(C(=O)c3ccccc3)CC2)cc1 | -25 | -21% | -7% | -47% | -2% | 9% | -5% | u | 9% | 13µM* | -6%
CN(CC(=O)Nc1ccc(N2CCOCC2)cc1)CC(=O)Nc1ccc(N2CCOCC2)cc1 | 1 | 0% | 1% | 5% | 0% | 0% | -7% | -2% | 0% | 6% | 3%
Cc1cc(C(=O)Nc2ccccc2N2CCOCC2)c(C)o1 | 32 | 26% | -2% | 0% | -1% | 0% | 5% | -10% | 2% | u | 3%
COC(=O)C1=C(C)NC(=O)NC1c1ccc(-c2ccccc2Cl)o1 (centres undefined) | 40 | -15% | 11% | 4% | 8% | 1% | 23% | -31% | 5% | 28% | 16%
Cc1ccc(S(=O)(=O)N2CCOC2C(Cl)(Cl)Cl)cc1 (centres undefined) | 4 | -33% | 3% | 3% | -1% | -4% | -3% | 6% | 2% | -18% | 6%
Cc1c(Br)c([N+](=O)[O-])nn1CC(=O)Nc1ccc(C(N)=O)cc1 | 2 | 1% | 1% | -4% | -2% | -7% | 19µM* | -2% | -4% | -2% | -2%
CC(C)CN(C(=O)Cn1ccccc1=O)C1CCS(=O)(=O)C1 (centres undefined) | 2 | -17% | 2% | 6% | -3% | 0% | -5% | u | 7% | u | -3%
CN(Cc1cccc2ncccc12)C(=O)CC1C(=O)NCCN1Cc1ccc(F)cc1 (centres undefined) | -12 | 10% | 5% | 1% | -5% | 0% | -7% | -19% | -2% | -13% | 6%
CCOc1ccc(N(C)c2ccc(/C=C3/SC(=S)NC3=O)cc2)cc1 | -19 | 0% | u | 1% | 21% | -3% | -7% | 13% | -3% | -15% | 20%
CCn1c(=O)n(Cc2ccco2)c(=N)c2c3c(sc21)COC(C)(C)C3 | 3 | -10% | 1% | 0% | -5% | 1% | 0% | 4% | -3% | u | 0%
NC(=O)C1CCN(S(=O)(=O)c2ccc3c(c2)OCCO3)CC1 | -5 | 0% | -2% | 3% | -4% | 3% | -1% | 0% | -3% | 2% | 5%
CN1CCN(S(=O)(=O)c2ccc(Oc3ccc(Br)cc3F)nc2)CC1 | -6 | 19% | 6% | -2% | 0% | -6% | -1% | 3% | -5% | -24% | -14%
O=C(COc1coc(CN2CCc3ccccc3C2)cc1=O)Nc1cccc([N+](=O)[O-])c1 | -14 | -31% | -7% | x | 0% | -5% | -4% | -4% | 18% | -5% | 4%
CCOC(=O)c1ccc(-n2c(N)c(C(=O)NCc3ccco3)sc2=S)cc1 | 3 | -12% | -11% | 2% | -5% | 0% | -3% | u | -8% | -25% | -18%
Cc1ccccc1OCC(=O)Nc1ccc2c(c1)OCO2 | -2 | -15% | 1% | 3% | -5% | 1% | -5% | 2% | 4% | u | 1%
COc1ccc(N(CC(=O)NCCC2=CCCCC2)S(=O)(=O)c2ccccc2)c(OC)c1 | -10 | 16% | -2% | 3% | -1% | 3% | -1% | -18% | -1% | -18% | -9%
CCOc1ccc(NC(=O)CSc2nnc(CCNC(=O)c3ccc(OC)cc3)n2CC)cc1 | 10 | 4% | -1% | -2% | 1% | -1% | 2% | 7% | 6% | 24% | -1%
O=C(Nc1ccc(F)cc1)c1cc(S(=O)(=O)N2CCOCC2)cs1 | -19 | -23% | 0% | 6% | -3% | -1% | 0% | 1% | 8% | -18% | 7%
CCn1ncc(C(=O)Nc2cc(C)on2)c1C | 1 | 24% | 1% | 1% | -6% | 0% | -1% | 22% | 4% | u | -5%
O=C(NNC(=O)c1ccco1)c1ccc(NS(=O)(=O)c2cccs2)cc1 | 0 | -27% | 5% | 3% | 3% | -3% | 6% | 1% | 4% | -11% | -2%
O=C(COc1ccc(F)cc1Br)N1CCc2ccccc21 | -10 | 4% | 1% | 5% | 2% | 2% | -1% | u | 9% | u | -6%
O=C1NC2(CCC3(CC2)OCCO3)NN1c1ccccc1 | 3 | -13% | 2% | -1% | 0% | 2% | -7% | u | 5% | -27% | -5%
COc1ccc(NS(=O)(=O)c2cc(C(=O)N3CCC3)ccc2C)cc1 | -7 | -5% | 5% | 1% | -1% | -5% | 0% | -1% | -5% | 14% | -11%
COc1ccc(NC(=O)c2cc3n(n2)C(C(F)(F)F)CC(c2ccc(OC)cc2)N3)cc1 (centres undefined) | -3 | 6% | 3% | 8% | -1% | 2% | 0% | 1% | -1% | -1% | -3%
NC(=O)CC[C@@H]1NC(=O)[C@@H]2CCCN2C(=O)c2cc([N+](=O)[O-])cc(F)c2NCCC[C@@H](C(N)=O)NC1=O | 1 | 11% | 2% | -7% | -8% | -4% | -6% | 1% | 10% | 8% | 5%
CC(NS(=O)(=O)c1ccc(Cl)c(Cl)c1)C(=O)OCC(=O)Nc1ccc2c(c1)OCO2 (centres undefined) | 0 | -2% | -18% | x | -1% | 4% | 2% | 0% | 2% | 5% | u
CCC1(c2ccc(OC)cc2)NC(=O)N(CC(=O)c2ccc3c(c2)OCCO3)C1=O (centres undefined) | 31 | -25% | -1% | 5% | -4% | -5% | 2% | -7% | 1% | u | 15%
O=[N+]([O-])c1ccc(/C=N/Nc2nc(N3CCCC3)nc(N3CCCC3)n2)o1 | 1 | -10% | -9% | 3% | -3% | -2% | 2% | u | -2% | u | 6%
N=C1CCCN1c1ccccc1O | 0 | 8% | -1% | 1% | -5% | 1% | -1% | 0% | -5% | u | 4%
COc1ccc2cnn(CCOc3ccccc3)c(=O)c2c1OC | 2 | -4% | -2% | -2% | -1% | 2% | 0% | u | 3% | u | 6%
CCC(CC)NCc1ccc(OC)cc1OC | 3 | -3%[7.66 µM] | 3% | -11% | -7% | -7% | 0% | 6% | 3% | -6% | 8%

Pulled by structure from above, two records:
SMILES | TSHR antag | a7 integrin act | S-ASM inh | TCR act | PTAP TSG101 blk | Mito fusion act | Tb PFK block | Chronic BCR inh | A-T KAP1 phos | ELG1 repair inh | Eya2 phos inh
CN(Cc1cccc2ncccc12)C(=O)CC1C(=O)NCCN1Cc1ccc(F)cc1 (centres undefined) | -12 | 10% | 5% | 1% | -5% | 0% | -7% | -19% | -2% | -13% | 6%
O=C1NC2(CCC3(CC2)OCCO3)NN1c1ccccc1 | 3 | -13% | 2% | -1% | 0% | 2% | -7% | u | 5% | -27% | -5%
